CHRM5 agonist = CHRM5 agonism in calcium assay; P08912; CHO-K1 hM5 cells, Fluo-8 calcium fluorescence; 0% DMSO wells, 100% maximal acetylcholine response; activation, % at 3 µM; actives 0.19% (n = 360,000); AID 624037;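 active = activation above the run's mean over test compounds plus 3 SD, cut at about 23% in these data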;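 note: signal is peak over basal fluorescence ratio across the kinetic read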
Target sequence (P08912 whole entry, looked up): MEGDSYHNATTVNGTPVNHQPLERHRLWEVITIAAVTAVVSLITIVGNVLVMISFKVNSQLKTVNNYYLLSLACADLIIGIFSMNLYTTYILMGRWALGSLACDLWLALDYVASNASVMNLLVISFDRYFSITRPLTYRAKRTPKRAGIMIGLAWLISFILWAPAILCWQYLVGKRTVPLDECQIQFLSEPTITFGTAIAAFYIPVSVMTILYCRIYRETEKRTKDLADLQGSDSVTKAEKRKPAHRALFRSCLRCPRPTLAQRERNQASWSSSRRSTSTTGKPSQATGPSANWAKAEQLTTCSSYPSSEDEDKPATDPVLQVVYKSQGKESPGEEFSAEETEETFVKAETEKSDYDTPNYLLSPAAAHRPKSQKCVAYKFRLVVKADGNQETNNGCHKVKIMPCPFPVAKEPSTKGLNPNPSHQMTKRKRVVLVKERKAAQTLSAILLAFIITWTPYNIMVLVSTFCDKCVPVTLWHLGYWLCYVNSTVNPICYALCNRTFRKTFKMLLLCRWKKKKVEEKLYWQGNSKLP
CHO-K1 Ca PAM = nonselective activator or artifact in parental CHO-K1 calcium assay; ATP EC20, Fluo-8 calcium fluorescence; 0% at ATP EC20, 100% at ATP max; activation, % at 3 µM; actives 0.02% (n = 360,000);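 active = activation above the run cutoff, the mean activation of all test compounds plus 3 SD, cut at about 40% in these data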;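 note: peak over basal fluorescence ratio in a 140 s read after ATP addition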
CHO-K1 Ca ag = M1 agonist counterscreen hit in parental CHO-K1 cells | Fluo-8 calcium fluorescence; scaled to maximal ATP response, vehicle zero | actives 0.48% (n = 360,000) | activation, % at 3 µM; in the data active = activation above about 15%;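 note: untransfected CHO-K1 host cells lacking M1 receptor as counterscreen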
CHRM4 PAM = positive allosteric modulators of human muscarinic M4 receptor | CHO-K1 hM4/Gqi5, Fluo-8 calcium fluorescence, ACh EC20; 0% = ACh EC20, 100% = maximal ACh | actives 0.4% (n = 360,000) | activation, % at 3 µM | AID 624126;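 active = activation above its plate's cutoff, the mean activation of sample wells plus 3 SD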; note: some results filed as inactive read as strong as hits
Target sequence (P08173 whole entry, looked up): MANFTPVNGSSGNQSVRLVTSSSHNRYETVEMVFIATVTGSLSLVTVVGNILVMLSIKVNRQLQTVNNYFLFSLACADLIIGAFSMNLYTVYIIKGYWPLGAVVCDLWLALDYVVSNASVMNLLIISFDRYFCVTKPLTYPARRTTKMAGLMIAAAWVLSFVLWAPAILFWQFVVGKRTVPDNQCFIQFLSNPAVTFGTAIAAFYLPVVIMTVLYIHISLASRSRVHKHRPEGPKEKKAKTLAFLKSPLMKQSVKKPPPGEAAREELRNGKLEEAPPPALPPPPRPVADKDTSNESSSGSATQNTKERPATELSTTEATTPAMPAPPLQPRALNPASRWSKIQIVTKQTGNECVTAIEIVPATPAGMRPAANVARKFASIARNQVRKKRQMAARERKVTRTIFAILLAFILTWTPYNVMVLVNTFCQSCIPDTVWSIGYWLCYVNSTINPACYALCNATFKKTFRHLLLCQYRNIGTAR
M4 antag = blocks acetylcholine activation of human M4 receptor | inhibition, % at 3 µM | P08173 | actives 0.73% (n = 360,000) | CHO-hM4 cells, ACh EC80, Fluo-8 calcium fluorescence;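 active = inhibition above its plate's cutoff, the mean inhibition of sample wells plus 3 SD, cut at about 27% in these data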;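 note: 0% = acetylcholine EC80 with DMSO and 100% = DMSO without agonist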
CHRM5 antagonist = blocks acetylcholine activation of human M5 receptor | P08912 | CHO-hM5 cells, Fluo-8 calcium fluorescence, ACh EC80 | inhibition, % at 3 µM | actives 0.59% (n = 360,000) | AID 624040;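 active = inhibition above a per-plate cutoff, the mean of that plate's test compounds plus 3 SD, cut at about 27% in these data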;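 note: 0% = acetylcholine EC80 with DMSO and 100% = DMSO without agonist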
M4 ag = agonists of human muscarinic M4 receptor (CHRM4). P08173. CHO-K1 hM4/Gqi5, Fluo-8 calcium fluorescence; vehicle 0%, full acetylcholine response 100%. activation, % at 3 µM. actives 0.14% (n = 360,000). AID 624127;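 active = activation above the run mean over all test wells plus 3 SD, cut at about 32% in these data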;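 note: peak over basal fluorescence ratio per well then scaled between controls; 0% = DMSO wells and 100% = acetylcholine at EC100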
CHO-K1 Ca antag = nonselective inhibitor or artifact in parental CHO-K1 cells | AID 602250 | ATP-induced calcium, Fluo-8 fluorescence | inhibition, % at 3 µM | actives 0.6% (n = 360,000);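 active = inhibition above a per-plate cutoff, the plate's mean sample inhibition plus 3 SD, cut at about 24% in these data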;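 note: 0% = DMSO plus EC80 ATP and 100% = DMSO alone without ATP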
M5 PAM = CHRM5 positive allosteric modulation. AID 624038. CHO-K1 hM5, Fluo-8 calcium, ACh EC20 PAM; 0% = ACh EC20, 100% = ACh EC100. actives 0.3% (n = 360,000). P08912. activation, % at 3 µM;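 active = activation above the run cutoff, the mean activation of all test compounds plus 3 SD, cut at about 18% in these data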
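Probe or stimulus: acetylcholine, EC20 level; Assay system: human M5 receptor in CHO-K1 cells; Schedule: compound preincubation 140 s before EC20 acetylcholine addition; Technique: intracellular calcium via Fluo-8 fluorescence; Dosing: single-point, 3 µM nominal; Read-out basis: percent activation from peak-over-basal fluorescence ratio, scaled EC20-to-EC100 acetylcholine; Repeats: one well per compound, no replicates.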
Active calls of the source: *; & = joins results of further samples.

cpd	Structure	CHRM5 agonist	CHO-K1 Ca PAM	CHO-K1 Ca ag	CHRM4 PAM	M4 antag
1	CS(=O)(=O)N1CCc2cc(C(=O)N3CCN(c4ccccc4F)CC3)ccc21	-5	18	-0.9	1	0
2	C=C(C)CN1C(=O)C(O)(CC(=O)c2ccc3c(c2)OCCO3)c2ccccc21 (configuration not stated)	1	4	0.5	16	0
3	Cc1c(NC(=O)CN2C(=O)NC3(CCCCC3)C2=O)c(=O)n(-c2ccccc2)n1C	3	8	-0.4	5	-3
4	C=CCn1c(=NC(=O)c2ccco2)sc2cc(C(=O)OC)ccc21	-1	-1	0.8	5	3
5	O=C(Nc1nc(-c2ccc(S(=O)(=O)N3CCOCC3)cc2)cs1)c1ccccc1	-2&1	-14&4	5.2&9.6	-7&-12	7&-1
6	COc1ccc(-c2cnc3cccnn23)cn1	-1	4	0.0	1	-9
7	CCn1cnc2c1c(=O)[nH]c(=O)n2Cc1ccccc1	-2	7	2.3	3	-13
8	CCN(CC)C(=O)CSc1nc2ccccc2c(=O)n1OC(C)C	4	3	0.2	19	-9
9	O=C(Cn1cc(COc2ccc(Br)cc2[N+](=O)[O-])nn1)c1ccc(O)cc1	-1	-9	1.6	10	-8
10	CCOC(=O)[C@]12CCC=C1N(Cc1ccccc1)C(=O)[C@H](CC(=O)N1CCN(C(=O)c3ccco3)CC1)C2	4	-4	-0.3	6	-22
11	CCN(CC(=O)Nc1c(Cl)cccc1Cl)C(=O)C1CCN(c2ncnc3sc(C)c(C)c23)CC1	-3	9	1.1	-2	-14
12	Cc1cc(C)n2nc(C(=O)Nc3nccs3)nc2n1	3	-6	0.4	6	-20
13	CC(CC(=O)Nc1ccc(Cl)c(S(=O)(=O)N2CCOCC2)c1)c1ccccc1 (configuration not stated)	7	-15	15*	-9	3
14	O=C(CSc1ncccn1)NCc1cccs1	1	15	0.9	5	-2
15	O=[N+]([O-])c1ccc2nc(-c3ccc(Cl)cc3)n(OCc3ccccc3)c2c1	2	-6	6.3	0	-1

cpd	CHRM5 antagonist	M4 ag	CHO-K1 Ca antag	M5 PAM
1	3	0	-20	0
2	-4	4	-9	-4
3	-3	1	3	3
4	10	1	-3	0
5	11&19	16&13	-3&12	-24&-16
6	3	1	2	0
7	-1	1	-14	3
8	-15	-3	-2	23*
9	11	2	25*	-4
10	5	1	-10	5
11	9	8	-8	-5
12	-10	1	-11	8
13	18	31	5	-30
14	1	1	-7	7
15	22	11	18	-14

cpd	Structure	CHRM5 agonist	CHO-K1 Ca PAM	CHO-K1 Ca ag	CHRM4 PAM	M4 antag
16	COc1ccc(Cl)cc1NC(=O)C(C)OC(=O)c1ccc(NS(=O)(=O)c2ccc3[nH]c(=O)[nH]c3c2)cc1 (configuration not stated)	-1	13	0.9	5	-8
17	COc1cc(/C=N/O)ccc1OCc1ccccc1Cl	-5	8	-0.3	-5	0
18	O=C(Cn1cnc2c(nnn2Cc2ccc(Cl)cc2)c1=O)NCc1ccco1	1	21	0.4	0	-3
19	ONC(=Nc1ccc(Cl)cc1)c1ccccc1Cl	-3	9	0.4	-1	-5
20	COc1ccccc1-c1nnc(SCC(=O)O)n1-c1ccc(C)cc1	2	9	0.6	-7	3
21	O=C(CSc1ccccc1F)OCC(=O)N1CCN(C(=O)c2ccco2)CC1	0	-14	0.3	0	0
22	CCOC(=O)N1CCN(C(=O)c2c(-c3c(Cl)cccc3Cl)noc2C)CC1	-2	16	0.5	6	-12
23	CCCCCCCCCC(=O)N[C@@H]1c2cc(OC)c(OC)cc2C[C@H]1OCc1ccccc1	-1	1	0.4	10	-32
24	CSc1ccccc1NC(=O)CSc1cccc[n+]1[O-]	4	7	-0.4	18	-3
25	CCN1CCN(c2nc3ccccc3nc2C(C#N)C(=O)OC2CCCCC2)CC1 (configuration not stated)	-2	10	0.4	-15	-1
26	COc1cc2c(cc1OC)C(C)N(C(=O)c1cc3c(=O)oc4ccc(C)cc4c3s1)CC2 (configuration not stated)	0	10	0.1	7	-16
27	CC1Oc2ccccc2N(CC(=O)NC2CCCCC2)C1=O (configuration not stated)	-3	-12	-0.3	0	2
28	CC1CCN(C(=O)CCc2nnc3ccc(N4CCC5(CC4)OCCO5)nn23)CC1	-2	15	1.0	-5	7
29	Brc1cccc(-c2nnc3sc(CNCc4ccco4)cn23)c1	1	-1	0.0	3	-9
30	O=C(NCc1ccccc1)c1ccc(S(=O)(=O)N2CCCc3ccccc32)cc1	2	-4	0.5	-9	1

cpd	CHRM5 antagonist	M4 ag	CHO-K1 Ca antag	M5 PAM
16	-2	1	-8	-2
17	-1	-1	6	-6
18	5	1	-7	-1
19	4	2	-4	-4
20	-4	0	4	9
21	5	1	-2	2
22	22	1	-9	-5
23	-9	1	-12	-1
24	-4	1	-3	9
25	-7	0	0	2
26	-7	1	-10	3
27	17	-1	5	1
28	14	1	-12	-3
29	11	1	10	-10
30	0	6	9	-5

cpd	Structure	CHRM5 agonist	CHO-K1 Ca PAM	CHO-K1 Ca ag	CHRM4 PAM	M4 antag
31	O=C(CCc1ccccc1)NCc1ccccn1	1	6	-0.1	9	-1
32	CCN(C(=O)C(C)OC(=O)CCCNC(=O)c1ccc(Cl)cc1)c1ccccc1 (configuration not stated)	0	3	3.6	-3	-3
33	CC1(C)Cc2c(cnn2-c2ccc(F)cc2)C(NC(=O)c2ccc(=O)oc2)C1 (configuration not stated)	-2	1	-0.1	4	-7
34	COc1ccc([C@@H]2[C@@H]3C(=O)N(C(C)(C)C)C(=O)[C@@H]3[C@]3(Cc4ccccc4)C(=O)N(c4cccc(C)c4)C(=O)N23)cc1	-9	15	0.9	7	-5
35	CCCCN(Cc1ccccc1)S(=O)(=O)c1cc2c(cc1Br)CC(C)N2C(C)=O (configuration not stated)	-6	14	-0.1	-5	15
36	CCO/C(C)=N/n1c2nc3ccccc3nc2c2c(=O)n(Cc3ccccc3Cl)c(C)nc21	-2	19	0.1	-1	-6
37	CCCCN(CCCC)Cc1ccc(C(=O)NNC(=O)Nc2ccc(F)cc2)o1	-5	-2	0.0	3	0
38	CCOC(=O)c1cnc(SCC)[nH]c1=O	-4	7	-0.5	25	-5
39	CCOC(=O)C1=C(CC)NC2=C(C(=O)CCC2)C1c1ccc(OC)c(OC)c1 (configuration not stated)	-1	-3	0.1	5	-4
40	CCN(C(=O)Cn1c(=O)oc2cc(S(=O)(=O)N3CCCC3)ccc21)c1ccc(OC)cc1	0	8	0.7	-3	-5
41	Cc1[nH]n(-c2ccccc2)c(=O)c1C=Nc1cccc(F)c1	-4	23	0.8	4	6
42	CCNC(=O)c1ccc(NC(=O)CC2SC(N3CCCC3)=NC2=O)cc1 (configuration not stated)	-2	9	0.4	14	-13
43	CC1=C(C(N)=O)C(c2ccncc2)n2nc(-c3ccccc3Cl)nc2N1 (configuration not stated)	0	20	-0.1	-1	0
44	COc1ccc(NC(=O)N/C=C/c2ccccc2)cc1	2	18	16*	-8	-4
45	Cc1cc(NC(=O)CSc2nc(C)c(C)n2CC(C)C)no1	-1	8	0.1	5	-13

cpd	CHRM5 antagonist	M4 ag	CHO-K1 Ca antag	M5 PAM
31	-3	1	-29	-3
32	-2	3	1	0
33	8	1	-2	3
34	-1	2	-12	-2
35	26	5	-15	-40
36	-3	1	-7	2
37	-2	-1	5	9
38	-9	0	-4	5
39	-8	1	-2	15
40	-1	2	-10	-5
41	6	1	-22	2
42	-9	0	-7	1
43	-3	1	2	4
44	-6	9	8	-1
45	8	0	-4	3

Exported with values under each structure: part of the list above
Value order – CHRM5 agonist	CHO-K1 Ca PAM	CHO-K1 Ca ag	CHRM4 PAM	M4 antag	CHRM5 antagonist	M4 ag	CHO-K1 Ca antag	M5 PAM
31. O=C(CCc1ccccc1)NCc1ccccn1
  1	6	-0.1	9	-1	-3	1	-29	-3
32. CCN(C(=O)C(C)OC(=O)CCCNC(=O)c1ccc(Cl)cc1)c1ccccc1 (configuration not stated)
  0	3	3.6	-3	-3	-2	3	1	0
33. CC1(C)Cc2c(cnn2-c2ccc(F)cc2)C(NC(=O)c2ccc(=O)oc2)C1 (configuration not stated)
  -2	1	-0.1	4	-7	8	1	-2	3
34. COc1ccc([C@@H]2[C@@H]3C(=O)N(C(C)(C)C)C(=O)[C@@H]3[C@]3(Cc4ccccc4)C(=O)N(c4cccc(C)c4)C(=O)N23)cc1
  -9	15	0.9	7	-5	-1	2	-12	-2
35. CCCCN(Cc1ccccc1)S(=O)(=O)c1cc2c(cc1Br)CC(C)N2C(C)=O (configuration not stated)
  -6	14	-0.1	-5	15	26	5	-15	-40
36. CCO/C(C)=N/n1c2nc3ccccc3nc2c2c(=O)n(Cc3ccccc3Cl)c(C)nc21
  -2	19	0.1	-1	-6	-3	1	-7	2
37. CCCCN(CCCC)Cc1ccc(C(=O)NNC(=O)Nc2ccc(F)cc2)o1
  -5	-2	0.0	3	0	-2	-1	5	9
38. CCOC(=O)c1cnc(SCC)[nH]c1=O
  -4	7	-0.5	25	-5	-9	0	-4	5
39. CCOC(=O)C1=C(CC)NC2=C(C(=O)CCC2)C1c1ccc(OC)c(OC)c1 (configuration not stated)
  -1	-3	0.1	5	-4	-8	1	-2	15
40. CCN(C(=O)Cn1c(=O)oc2cc(S(=O)(=O)N3CCCC3)ccc21)c1ccc(OC)cc1
  0	8	0.7	-3	-5	-1	2	-10	-5
41. Cc1[nH]n(-c2ccccc2)c(=O)c1C=Nc1cccc(F)c1
  -4	23	0.8	4	6	6	1	-22	2

Next part:
cpd	Structure	CHRM5 agonist	CHO-K1 Ca PAM	CHO-K1 Ca ag	CHRM4 PAM	M4 antag
46	Cc1cc(C)cc(C(O)c2ncc(-c3ccc4ccccc4c3)[nH]2)c1 (configuration not stated)	1	21	5.5	1	-6
47	Cc1cccc(C(=O)Nc2ccccc2C(=O)OCC(=O)Nc2ccc(C#N)cc2)c1	0	6	8.2	-14	14
48	COc1ccc(C(C(=O)NC2CCCC2)N(CCCO)C(=O)Cn2nnc(-c3ccc(C)o3)n2)cc1 (configuration not stated)	-4	19	0.7	9	-8
49	Cc1nc2cc(NCc3nc4ccccc4n3Cc3ccccc3)ccc2n1C	-2	9	0.0	7	-17
50	O=C(CCNC(=O)c1ccccc1Cl)N/N=C\c1ccc(O)cc1	0	13	2.1	-2	5
51	O=[N+]([O-])c1ccc(N/N=C/c2ccccc2)cc1	-2	7	2.5	-14	11
52	O=C(COc1ccccc1)NCc1nnc2c3ccccc3c(-c3ccccc3)nn12	-4	-5	14	-5	5
53	CCN1CCCC1Cn1cnc2c([nH]c3ccc(C)cc32)c1=O (configuration not stated)	-5	19	-0.1	-3	6
54	CC(C)C(c1nnnn1CC1CCCO1)N1CCN(C2CCCC2)CC1 (configuration not stated)	-5	12	0.2	23	-12
55	COc1cccc(-c2csc(N3CCN(C(=S)Nc4cccc(C)c4)CC3)n2)c1	-4	2	2.0	-7	-1

cpd	CHRM5 antagonist	M4 ag	CHO-K1 Ca antag	M5 PAM
46	4	16	-10	-4
47	28*	10	21	-16
48	18	2	-12	-1
49	-2	6	-4	-1
50	9	0	-10	2
51	14	4	3	-14
52	4	3	8	-2
53	7	0	-11	1
54	-7	2	-10	-3
55	-10	3	-4	-5

Source: PubChem
